Assay outcomes from PubChem BioAssay.
HCMV antiviral: blocks human cytomegalovirus replication. HFF cells, HCMV-luciferase reporter, 72 h; active compounds read low. activity change, negative = inhibition, % at 57.5 µM. 410,000 compounds, 4.5% hits. AID 1259415; in the data active means activity change below about -60%; inconclusive means no clear call, values can overlap the other calls; inactive means above about -39%
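Cell-based, HFFs, 1000 cells/well, 16 h 37C; cpds in DMSO + HCMV-luc, MOI 1 PFU/cell; 72 h 37C; OneGlo luminescence after 5 min RT; norm. to buffer vs Salinomycin 10uM.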
AmpC inh detg: AmpC beta-lactamase inhibition with detergent present | AID 485294 | 370,000 compounds, 0.041% hits | P00811 | AmpC hydrolysis of nitrocefin, absorbance 480 nm, 0.01% Triton | Potency, µM (highest dose often 114 µM), without a hit: at the top dose activity change, negative = inhibition, actives largely listed as inhibitors; active means well fitted inhibition curve with a large enough effect; inconclusive means small, poorly fitted or top-dose-only effect;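 further: potency means the concentration at half of the fitted maximal effect; 0% = no-compound wells and -100% = no-enzyme wells; nearly all actives have a fitted effect of over 25% in size; some results filed as inactive show a strong effect at the top dose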
Target sequence (P00811 whole entry, looked up): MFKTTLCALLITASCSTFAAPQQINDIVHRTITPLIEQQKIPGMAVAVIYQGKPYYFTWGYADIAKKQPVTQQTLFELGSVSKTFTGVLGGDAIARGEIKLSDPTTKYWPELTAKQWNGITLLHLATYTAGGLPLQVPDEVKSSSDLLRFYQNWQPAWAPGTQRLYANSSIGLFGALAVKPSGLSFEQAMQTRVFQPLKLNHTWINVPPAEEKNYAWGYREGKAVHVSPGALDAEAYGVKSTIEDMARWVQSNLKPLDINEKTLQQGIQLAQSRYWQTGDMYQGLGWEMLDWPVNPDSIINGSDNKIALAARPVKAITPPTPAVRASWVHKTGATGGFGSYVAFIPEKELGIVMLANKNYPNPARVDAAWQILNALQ
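20 mM phosphate pH 7.0 + 0.01% (detergent screen) or 0.0001% Triton X-100; 5.3 nM AmpC reagent; cpd preinc 15 min RT; nitrocefin (800 uM stock) to start; A480 q20 s × 4 min; Activity was normalised to no-enzyme and no-compound control wells.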
Active calls of the source: *; ? = inconclusive. Unless noted, on the % scale 0 is the no-effect control and ±100 the full control effect. Only part of the results is shown (hit frequency here may not be typical).

SMILES	HCMV antiviral	AmpC inh detg
CC(=O)c1cc(-c2ccccc2)n(CCC(=O)Nc2nc3c(C)cccc3s2)c1C	0	-6%
Cc1cc2c(cc3c(SCC(=O)Nc4ccc(Cl)cc4F)nncn32)o1	-3	-2%
Cc1cc(C)c2c(NC(=O)c3ccccc3Cl)c(C(=O)Nc3ccc(C)c(C)c3)sc2n1	-21	-1%
Cc1ccccc1NC(=O)c1c(C)oc2ccc(O)c(CN(C)Cc3ccccc3)c12	-17	-7%
CCc1ccc(S(=O)(=O)c2cn(CC(=O)Nc3ccc(C)cc3)c3ccccc3c2=O)cc1	13	8%
Cc1cccc(NC(=O)c2cc3c(=O)n4ccccc4nc3n2C)c1C	-25	3%
Cc1cccc(-c2nn3c(=O)cc(CN4CCN(S(=O)(=O)c5ccc(Cl)cc5)CC4)nc3s2)c1	18	0%
Cc1cc2c(cc1S(=O)(=O)N(CCN(C)C)Cc1ccccc1)OCC(=O)N2	0	-4%
CCOC(=O)c1cc(S(=O)(=O)N2CCN(c3ccc(OC)cc3)CC2)[nH]n1	-112*	10%
COc1cccc(CNCc2c(C(=O)O)n(Cc3ccc(C)cc3)c3cc(C)ccc23)c1OC	4	17%
CSc1nc(-c2ccc(F)cc2)nc2c1Cc1c(CO)cnc(C)c1O2	5	-11%
Cc1ccccc1CN1C(=O)c2ccccc2Sc2ccc(C(=O)NCc3ccccc3)cc21	?	0%

Three structures out of the list, sorted by count of non-hydrogen atoms, smallest number first:
SMILES	HCMV antiviral	AmpC inh detg
CCOC(=O)c1cc(S(=O)(=O)N2CCN(c3ccc(OC)cc3)CC2)[nH]n1	-112*	10%
CC(=O)c1cc(-c2ccccc2)n(CCC(=O)Nc2nc3c(C)cccc3s2)c1C	0	-6%
COc1cccc(CNCc2c(C(=O)O)n(Cc3ccc(C)cc3)c3cc(C)ccc23)c1OC	4	17%

Individual results from above:
Cc1ccccc1CN1C(=O)c2ccccc2Sc2ccc(C(=O)NCc3ccccc3)cc21 in AmpC inh detg: 0%
CCc1ccc(S(=O)(=O)c2cn(CC(=O)Nc3ccc(C)cc3)c3ccccc3c2=O)cc1 in HCMV antiviral: 13
Cc1cc(C)c2c(NC(=O)c3ccccc3Cl)c(C(=O)Nc3ccc(C)c(C)c3)sc2n1 in HCMV antiviral: -21

Part of the list above in another layout:
Value order – HCMV antiviral, AmpC inh detg
> CCOC(=O)c1cc(S(=O)(=O)N2CCN(c3ccc(OC)cc3)CC2)[nH]n1
 : -112*, 10%
> COc1cccc(CNCc2c(C(=O)O)n(Cc3ccc(C)cc3)c3cc(C)ccc23)c1OC
 : 4, 17%

More compounds follow:
SMILES	HCMV antiviral	AmpC inh detg
COc1cccc(/C=C/c2nc(C#N)c(N3CCCCC3)o2)c1	-8	1%
CC(C)CN(CCNC(=O)c1cc(=O)[nH]c2ccc(S(=O)(=O)N3CCCCCC3)cc12)CC(C)C	-19	-6%
CCCNc1ncnc2c1c(-c1ccccc1)cn2-c1ccccc1	-26	-1%
O=C(Nc1ccc2c(c1)N(C1CCCC1)C(=O)c1ccccc1S2)c1ccccc1F	?	12%
Cc1cn(C)c(CC(=O)Nc2ccc(F)cc2Cl)c1C(=O)O	-2	-6%
Cn1c(=O)oc2cc(S(=O)(=O)N3CCCC(C(=O)N4CCN(c5ccccc5F)CC4)C3)ccc21 (stereo not given)	-6	3%
CCOC(=O)c1ccc(N2CCN(c3ccccc3F)CC2)c(NC(=O)Nc2ccc(Cl)c(Cl)c2)c1	-23	-1%
COc1ccc(C2Nc3ccccc3-c3nnc(SC)nc3O2)cc1C (stereo not given)	13	9%
CCCCn1c(=O)nc2n(-c3ccc(F)cc3)c3ccccc3cc-2c1=O	-4	14%
Cc1cccc(NS(=O)(=O)c2ccc(Cl)c(C(=O)Nc3ccccc3C)c2)c1	-14	5%
COc1ccc(C(=O)Oc2cc(-c3ccc(OC)c(OC)c3)cc(=O)c3c(C)oc(C)c23)cc1	6	15%
Cc1cccc(N(C)S(=O)(=O)c2nnc(NC(=O)c3cccs3)s2)c1	1	20%
COc1cc(NS(=O)(=O)c2c(C)nc3sc(C)c(C)n3c2=O)cc(OC)c1	13	9%
CCCn1c2ccccc2c2cnn(CC(=O)NCCc3ccc(S(N)(=O)=O)cc3)c(=O)c21	16	3%
O=C(CSc1cn(CC(=O)N2CCCCC2)c2ccccc12)Nc1ccccc1	-10	1%
COc1ccc(CNC(=O)CN2C(=O)c3cccnc3Oc3ccc(C)cc32)cc1	0	-2%
Cc1ccc(NC(=O)C2CCN(c3nnc(C)c4c(C)n(-c5ccccc5)nc34)CC2)c(Cl)c1	-32	18%
Cc1cc(NC(=O)c2cccc(Cl)c2)ccc1-c1cc2ccccc2oc1=O	28	13%
CCOc1ccccc1-n1nnc(-c2nc(-c3ccccc3)no2)c1N	41	18%
COc1ccc(NS(=O)(=O)c2ccc3c(c2)NC(=O)CCS3)c(OC)c1	5	10%
Cc1cccc(NC(=O)CSc2nc(=O)n(Cc3cccnc3)c3c2CCC3)c1C	-3	-4%
Cc1cccc(C)c1NC(=O)Cn1c(=O)n(Cc2ccc3c(c2)OCO3)c(=O)c2oc3ccccc3c21	13	24%
Cc1ccc(NC(=O)Nc2nnc(N(CC(C)C)CC(C)C)s2)cc1Cl	23	26%
Cc1ccc2c(CN3CCN(Cc4ccccc4Cl)CC3)cc(=O)oc2c1	-30	-6%
Cc1ccc(CCNC(=O)c2ccc3c(c2)nc2n3CCC(C)C2)cc1 (stereo not given)	15	23%
COC(=O)c1nc2n(n1)C(c1cc(OC)ccc1OC)C(C(=O)Nc1ccc(C)cc1C)=C(C)N2 (stereo not given)	-2	-11%
CC(=O)Nc1ccc(C(=O)CSc2nnc(-c3ccccc3)n2-c2ccccc2)cc1	-5	0%
O=C(Nc1cccc(Cl)c1)N1CCSc2ccccc21	?	21%
CCOc1ccccc1NC(=O)Cn1c(=O)n(Cc2ccccc2)c(=O)c2c1c1cc(C)ccc1n2C	1	-2%
COc1ccccc1-c1nn(CCC(=O)Nc2ccc(C)cc2)c2nc(C)cc(C)c12	20	23%
CCOCCCNc1nc2ccccc2n2c(CC)nnc12	0	0%
COc1ccccc1NC(=O)CSc1ncc2c(n1)-c1cc(Cl)ccc1N(C)S2(=O)=O	-6	5%
COc1ccccc1C(=O)Nc1c(C(=O)NC(C)(C)C)oc2ccccc12	-71*	14%
COc1cc(OC)c(NC(=O)C(C)n2nc(-c3ccc(C)cc3)c3c(c2=O)CCCC3)cc1Cl (stereo not given)	-33	13%
COCCn1c(C)cc(O)c(C(c2ccccc2OC)N2CCCCC2)c1=O (stereo not given)	-6	7%
CCOc1ccc(-c2cc(NC(=O)Nc3cccc(C(C)=O)c3)c(C(=O)OC)s2)cc1	49	14%
O=C(Nc1ccc(Cl)cc1Cl)c1cc(S(=O)(=O)N2CCc3ccccc32)ccc1F	102	0%
CCc1ccccc1NC(=O)CSc1nc2c(oc3ccccc32)c(=O)n1-c1ccccc1	-30	14%
CC1Cc2cc(S(=O)(=O)CCC(=O)Nc3ccc(OC(F)(F)F)cc3)ccc2N1C(=O)C1CC1 (stereo not given)	?	21%
Cc1ccc(N(CC(=O)N2CCN(c3ccc(Cl)cc3)CC2)S(=O)(=O)c2c(C)nn(C)c2C)cc1	3	1%
Cc1cccc(C(=O)OCc2cc(=O)n3ccsc3n2)c1	12	10%
CCN(CC)C(=O)c1sc2c(c1C)c(=O)n(-c1ccc(Cl)c(Cl)c1)c(=O)n2Cc1cc(=O)n2c(C)cccc2n1	15	5%
Cc1cc([N+](=O)[O-])ccc1NC(=O)CSc1nccn1C	-4	4%
COc1ccc(-c2noc(-c3ccc(NCc4ccco4)c([N+](=O)[O-])c3)n2)cc1	20	17%
CCOc1cc2[nH]c(=O)n(CCC(=O)N3CCN(c4ccccc4)CC3)c(=O)c2cc1OCC	-2	4%
COCCCNC(=O)N1[C@H](c2cccs2)[C@@H](C)C(=O)[C@@H](C)[C@@H]1c1cccs1	-12	-6%
COc1ccc(-c2nc(SCC(=O)Nc3c(C)cc(C)cc3C)n[nH]2)cc1	?	10%
Cc1ccc(-c2c3c(=O)n(C)c(=O)n(C)c3c3cnc4ccccc4n23)cc1	49	-5%
O=C(C1CCCCC1)N(Cc1cccnc1)c1nc2c(F)cc(F)cc2s1	0	5%
CC(=O)Nc1nc2n(n1)C(c1ccc(F)cc1)C=C(c1ccc(Cl)cc1)N2 (stereo not given)	-19	25%
Cc1ccc(C(=O)Nc2ccc(Br)cc2)cc1S(=O)(=O)NCc1ccccc1	-69*	-3%
Cc1ccc(C(=O)Nc2ccc(C(=O)O)cc2)cc1S(=O)(=O)N1CCC(C)CC1	-11	7%
O=S(=O)(NCc1csc(-c2ccccc2)n1)c1ccccc1	43	-1%
CCOC(=O)c1c(S(=O)(=O)N2CCCC(C(=O)Nc3cccc(C#N)c3)C2)c(C)n(C)c1C (stereo not given)	-33	5%
COc1cccc(Cn2c(=O)cc(C)c3c(C)nn(C)c32)c1	-20	15%
O=S(=O)(c1ccc(Cl)cc1)c1nnn2c1nc(NCc1ccccc1)c1sccc12	6	-4%
COc1ccc(F)cc1S(=O)(=O)NCC(c1ccco1)S(=O)(=O)c1cccs1 (stereo not given)	-63*	-1%
Cn1cc(S(=O)(=O)N2CCCCCC2)cc1C(=O)N1CCN(c2cccc(Cl)c2)CC1	-26	-2%
Cc1ccc2nc(N(Cc3cccnc3)C(=O)CCc3ccccc3)sc2c1	52	6%
CC(=O)Nc1ccc(-n2c(CCC(=O)O)ccc2-c2ccc(C)cc2)cc1	-4	-5%

The results go on:
SMILES	HCMV antiviral	AmpC inh detg
O=C(Nc1cccc(F)c1)c1oc2ccccc2c1NC(=O)C12CC3CC(CC(C3)C1)C2	-13	-7%
Cc1ccc(NC(=O)C2CCN(S(=O)(=O)c3cccc4nsnc34)CC2)cc1	-25	-4%
CCn1ccc2cc(S(=O)(=O)N3CCC(C(=O)NCc4ccc(F)cc4)CC3)ccc21	-3	7%
CCOC(=O)C1CCN(S(=O)(=O)c2cc(-c3cc(C)no3)ccc2OC)CC1	0	3%
CCS(=O)(=O)N1CCC2(CC1)OC(=O)C(C)=C2C(=O)NCc1ccc(OC)c(OC)c1	2	4%
O=C(CSCc1ccc(F)cc1)N1CCc2c([nH]c3ccccc23)C1c1ccc(F)cc1 (stereo not given)	23	9%
CCOC(=O)c1[nH]c(C)c(CCC(=O)Nc2cccc(SC)c2)c1C	-16	-3%
COc1ccc(-c2c3c(=O)n(C)c(=O)n(C)c3c3c(-c4ccccc4)nc4ccccc4n23)cc1	25	17%
Cc1ccc(N2CCN(S(=O)(=O)c3ccc4[nH]c5c(c4c3)CCCCC5)CC2)c(C)c1	-27	-5%
CCC(C)(C)NC(=O)Cn1c(=O)ccc2cc(S(=O)(=O)N3CCC(C)CC3)ccc21	-12	2%
CCCC(=O)Nc1cc(C(=O)NCc2ccccc2)ccc1S(=O)(=O)c1ccc(Cl)cc1	8	3%

5 neighbouring entries already listed, for reference:
SMILES	HCMV antiviral	AmpC inh detg
CCOC(=O)c1[nH]c(C)c(CCC(=O)Nc2cccc(SC)c2)c1C	-16	-3%
COc1ccc(-c2c3c(=O)n(C)c(=O)n(C)c3c3c(-c4ccccc4)nc4ccccc4n23)cc1	25	17%
Cc1ccc(N2CCN(S(=O)(=O)c3ccc4[nH]c5c(c4c3)CCCCC5)CC2)c(C)c1	-27	-5%
CCC(C)(C)NC(=O)Cn1c(=O)ccc2cc(S(=O)(=O)N3CCC(C)CC3)ccc21	-12	2%
CCCC(=O)Nc1cc(C(=O)NCc2ccccc2)ccc1S(=O)(=O)c1ccc(Cl)cc1	8	3%
